# HepG2 viability = kills HepG2 cells in TGF-b inhibitor counter-screen | AID 588856 | HepG2 CAGA-GFP viability, ATP luminescence, 18 h | Potency, µM (titrated, usually from 46.1 µM), without a hit: top-dose activity change, negative = cytotoxicity, usual class: cytotoxic | 410,000 compounds, 0.76% hits; also: potency is read from the fitted curve at half-maximal effect; some results filed as inactive show a strong effect at the top dose
#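 HepG2 CAGA-GFP cells (1000/well, DMEM with 1% FBS) received compound, then TGF-beta at 500 pg/mL final, and were incubated 18 hours at 37 degrees C. Viability was read by CellTiter-Glo luminescence. Media-only wells were set as complete cell-killing and DMSO as no toxicity.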
# Nrf2 block = inhibitors of Nrf2 signaling; A549 ARE-Fluc reporter, luciferase luminescence, 18-24 h; AID 504444; 360,000 compounds, 2.1% hits; Potency, µM (highest dose often 46 µM), inactives show at the highest dose activity change, negative = inhibition, usual class: inhibitors; also: potency is read from the fitted curve at half-maximal effect; % is scaled to controls: 0 for no effect and ±100 for the full control effect; nearly all actives have a fitted effect of over 60% in size
#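 Reporter: ARE-Fluc in A549. Exposure: 18-24 h, 37 °C, 5% CO2, 5% FBS OPTI-MEM. Readouts: fluorescent cytotoxicity (CellTiter-Fluor), then luminescent Nrf2 signal after BugLite.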
# TGFb SMAD3 inh = blocks TGF-b signaling; HepG2 CAGA-GFP TGF-b/SMAD3 reporter, GFP fluorescence, 18 h; TGF-beta stimulated, 500 pg/mL final; Potency, µM (series often up to 46.1 µM), inactives show at the top dose activity, negative = inhibition, most hits filed as inhibitors; 410,000 compounds, 1.2% hits; AID 588855; also: potency is read from the fitted curve at half-maximal effect; % is scaled to controls: 0 for no effect and ±100 for the full control effect; nearly all actives have a fitted effect of over 65% in size
#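 First, reporter cells (HEPG2 CAGA-GFP) rested 2 h at 37 degrees C. Next, compounds were pinned in and TGF-beta added to 500 pg/mL final. After 18 h, GFP was imaged per cell and summed per well.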
# pAkt inh = blocks phosphorylation of Akt; 360,000 compounds, 0.32% hits; AID 651550; Neuro2A IGF-stimulated pAkt S473 HTRF, 20 min; hits give low values; activity change, % for hits at 50 µM; in the data active = activity change below about -80%; inconclusive = mostly about -51% to -80%; also: % is scaled to controls: 0 for no effect and ±100 for the full control effect
#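 Neuro2A cells in DMEM with 0.5% FBS, overnight at 37 deg C, given compound at single 50 µM final, then IGF (6 nM final) for 20 min at 37 deg C. Lysed; phospho-Akt Ser473 by HTRF after 24 h, 665/615 ratio.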
# Nrf2 activator = Nrf2 pathway activation. AID 624171. AREc32 ARE-luciferase reporter (MCF7-derived line), luminescence, 24 h. 410,000 compounds, 0.31% hits. Potency, µM (titrated, usually from 46.1 µM), inactives show top-dose activation, actives largely listed as activators; also: potency is read from the fitted curve at half-maximal effect; % of control where 0% means no effect; nearly all actives have a fitted effect of over 65% in size
#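 Quantitative high-throughput format: AREc32 reporter cells, 1000 per well, received compound by pin transfer and were incubated 24 hr at 37 deg C, 5% CO2, before Steady-Glo luminescence detection.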
# A549 viability = kills or reduces viability of A549 cells in Nrf2 counter-screen; A549 ARE-Fluc cells, CellTiter-Fluor viability, 18-24 h; 390,000 compounds, 0.16% hits; AID 504648; Potency, µM (series often up to 46 µM), for the others: at the highest dose activity change, negative = cytotoxicity, usual class: inhibitors; also: potency is read from the fitted curve at half-maximal effect; % is scaled to controls: 0 for no effect and ±100 for the full control effect
#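 A549 ARE_Fluc cells in 5% FBS OPTI-MEM were exposed to compounds in concentration-response for 18-24 h at 37 deg C. Viability was read by CellTiter-Fluor fluorescence (Ex 405/Em 525) after 30 min, before the luciferase read.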
# S2 tox = viability counter-screen for ATXN expression inhibitors | AID 651635 | Potency, µM (series often up to 56.7 µM), most hits filed as cytotoxic | S2 cells (HEK-293 line with an ATXN2-luciferase reporter) viability, CellTiter-Fluor protease fluorescence, 24 h | 400,000 compounds, 0.49% hits; also: potency is read from the fitted curve at half-maximal effect; nearly all actives have a fitted effect of over 40% in size
# CCT modulator = changes cytosolic chaperonin activity; activity change, % (no concentration beside the values), hits read low; purified chaperonin ATPase assay, HTRF ADP detection, 30 min; 360,000 compounds, 0.3% hits; AID 651819; in the data active = activity change below about -30%; also: % is scaled to controls: 0 for no effect and ±100 for the full control effect
#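 We incubate TRiC, 40 or 20 nM final, with library compounds at 76 uM and 10 uM ATP for 30 min at 37 °C. ADP formed is detected with Transcreener HTRF reagents after 30 min at room temperature.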
# MmCpn inh = inhibitors of Methanococcus maripaludis chaperonin (MmCpn) | Potency, µM (series often up to 76.9 µM), without a hit: at the highest dose activity, negative = inhibition, most hits filed as inhibitors | purified Mm-Cpn ATPase, ADP Transcreener TR-FRET | 330,000 compounds, 0.031% hits | AID 504842; also: potency is read from the fitted curve at half-maximal effect; % is scaled to controls: 0 for no effect and ±100 for the full control effect; nearly all actives have a fitted effect of over 80% in size
#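 25 nM Mm-CPN + cpd, 10 min 37°C; + 10 uM ATP, 30 min 37°C; buffer 30 mM Tris pH 7.4, 100 mM KCl, 5 mM MgCl2, 1 mM DTT; Transcreener ADP HTRF detection 30 min RT.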
# * hit, by the source's call; i = inactive; ? = inconclusive; / = not tested or not shown; [ ] = dose if it differs, or a comment. Unless noted, calls follow the shape of the dose curve; as a rule, active = well fitted curve in the direction sought with a large enough effect; inconclusive = small, poorly fitted or top-dose-only effect, or another doubt; inactive = no such curve, though single readings can be large; an effect the other way counts as inactive or inconclusive. Compounds as they come. About 4.4% of those tested had a hit in this group.
No. | SMILES | HepG2 viability | Nrf2 block | TGFb SMAD3 inh | pAkt inh | Nrf2 activator | A549 viability | S2 tox | CCT modulator | MmCpn inh
1 | C=Cc1ncc(OC)c2c1[nH]c1ccccc12 | 13µM* | ? | 20µM* | i | ? | 3% | / | -2.3 | 1%
2 | O=C(O)C1CCN(S(=O)(=O)c2ccc3[nH]ccc3c2)CC1 | -8% | / | 34%[activator] | i | -0.8% | / | i | 0.1 | /
3 | CN(C)c1ccc(CNC2C3CC4CC(C3)CC2C4)cc1 (stereo unspecified) | -19% | -9% | 27% | i | -0.2% | -25% | i | -2.5 | 0%
4 | CCOc1ccccc1NS(=O)(=O)c1cc2c3c(c1)C(C)C(=O)N3CCC2 (stereo unspecified) | 3% | -24% | 4% | i | 0.2% | 4% | i | 1.5 | -1%
5 | O=C(COC(=O)c1cccnc1Cl)Nc1ncc(Cl)cc1Cl | 23% | 4% | -1% | i | -0.1% | 0% | i | -6.3 | -5%
6 | O=C(NCCc1ccccc1)c1ccc(CSc2nc3cccnc3n2Cc2ccccc2F)cc1 | -30% | ? | -24% | / | 3.4% | -17% | ? | / | /
7 | CC(C)n1nccc1NC(=O)Nc1ccccc1 | 8% | 1% | -5% | i | 0.0% | 0% | i | 0.4 | 2%
8 | COc1cc(/C=C/c2ccc3cccc(OC)c3n2)c(OC(C)=O)c([N+](=O)[O-])c1 | -75% | 26µM* | ? | i | 7.5% | 9.2µM* | / | -0.3 | -1%
9 | CN(C)CC1CCC/C(=C\c2ccc(OC(=O)c3ccc(Cl)cc3)cc2)C1=O (stereo unspecified) | 29% | ? | ? | i | -1.1% | ? | 24µM* | -0.1 | /
10 | CCOC(=O)C(CCCCOc1ccc([N+](=O)[O-])cc1)C(=O)OCC | -1% | 1% | 15% | i | 0.0% | 0%[1.84 µM] | i | 1.5 | -1%
11 | COc1ccc(CN(C)CC(=O)Nc2cccc(S(N)(=O)=O)c2)c(OC)c1OC | -45% | -2% | -9% | i | 3.7% | 6% | i | -1.0 | 2%
12 | O=C(N/N=C/c1ccc(Cl)cc1)C1CC12CCC2 (stereo unspecified) | -1% | ? | -9% | i | 4.0% | 3% | i | -0.7 | 3%
13 | Cc1c(Cl)cccc1NC(=O)CSc1nc2ncccc2o1 | -28% | 6% | 11% | / | 2.8% | 9% | i | / | /
14 | COc1ccc(S(=O)(=O)Nc2ccccn2)cc1C | 0% | -7% | -26% | i | -0.3% | 3% | i | -3.9 | 2%
15 | CC(C)N(Cc1ccccc1)C(=O)Cn1ncc2c3ccccc3n(Cc3ccccc3)c2c1=O | 6% | -24% | -1% | / | 0.0% | 6% | i | / | /

# Structures shown so far with a Cl atom:
No. | SMILES | HepG2 viability | Nrf2 block | TGFb SMAD3 inh | pAkt inh | Nrf2 activator | A549 viability | S2 tox | CCT modulator | MmCpn inh
5 | O=C(COC(=O)c1cccnc1Cl)Nc1ncc(Cl)cc1Cl | 23% | 4% | -1% | i | -0.1% | 0% | i | -6.3 | -5%
9 | CN(C)CC1CCC/C(=C\c2ccc(OC(=O)c3ccc(Cl)cc3)cc2)C1=O (stereo unspecified) | 29% | ? | ? | i | -1.1% | ? | 24µM* | -0.1 | /
12 | O=C(N/N=C/c1ccc(Cl)cc1)C1CC12CCC2 (stereo unspecified) | -1% | ? | -9% | i | 4.0% | 3% | i | -0.7 | 3%
13 | Cc1c(Cl)cccc1NC(=O)CSc1nc2ncccc2o1 | -28% | 6% | 11% | / | 2.8% | 9% | i | / | /

# The list continues.
No. | SMILES | HepG2 viability | Nrf2 block | TGFb SMAD3 inh | pAkt inh | Nrf2 activator | A549 viability | S2 tox | CCT modulator | MmCpn inh
16 | CCn1cc(C(=O)NCCCOC)c(=O)c2cc(S(=O)(=O)N(C)C)ccc21 | 6% | -4% | 2% | i | -1.0% | -7% | i | -0.2 | -1%
17 | Cc1nc(Nc2cccc(C(C)O)c2)c2nnn(Cc3ccc(F)cc3)c2n1 (stereo unspecified) | -4% | -10% | -14% | i | 2.1% | 4% | i | -2.8 | 0%
18 | CC1CCN(c2[nH]c(=S)c(C#N)c3c2CCCC3)CC1 | -11% | -2% | -8% | i | -0.2% | 0% | i | -1.7 | 0%
19 | CC1Cc2nc(SCC(N)=O)n(C)c(=O)c2S1 (stereo unspecified) | -12% | 17% | -9% | i | -0.6% | 5% | i | -5.9 | -1%
20 | O=C(Cc1ccccc1)NCc1ccc2c(c1)OCO2 | 2% | ? | -5% | i | 0.3% | 0% | i | 2.1 | 0%
21 | NC(=O)CC(NC(=O)Cc1ccc(Br)cc1)c1ccc(NCCN2CCCCC2)c([N+](=O)[O-])c1 (stereo unspecified) | 5% | -11% | -3% | i | -0.1% | -8% | i | 1.0 | 1%
22 | Cc1cc(C(=O)N/N=C/c2cccnc2)c(C)o1 | 0% | 20% | 26% | i | 2.6% | -1% | i | -0.8 | 1%
23 | Cc1cccc(CN2CCN(c3nc4nonc4nc3NC3CC3)CC2)c1 | -5% | 2% | 23% | i | 0.9% | -4% | i | -0.4 | 0%
24 | CCOC(=O)Cc1csc(NC(=O)c2cccs2)n1 | -9% | 11% | -16% | i | 4.2% | -2% | i | 0.7 | -7%
25 | Cc1ccccc1OCC(=O)NN1Cc2ccccc2C1=N | 2% | -1% | 0% | i | 0.3% | -5% | i | 0.0 | -1%
26 | CC(C)(C)c1[nH]nc2c1C(C1C=CCCC1)C(C#N)=C(N)O2 (stereo unspecified) | -43% | -4% | -23% | i | 13% | -6% | i | -2.3 | 1%
27 | Cc1cc(=O)[nH]c(SCC(=O)NCCc2ccccc2)n1 | -18% | 6% | -5% | i | -0.1% | 6% | i | 2.3 | 0%
28 | COc1ccc(OCCN2CCC(C(=O)NC(c3ccc(Cl)cc3)c3cccnc3)CC2)cc1 (stereo unspecified) | -34% | / | 31% | i | -0.1%[9.22 µM] | / | i | -2.5 | /
29 | CCc1nc2c(OCc3cccc(OC)c3)cccn2c1N(C)C(=O)C(C)C | 5% | / | -2% | i | 5.7% | / | i | -2.6 | /
30 | C(=C/c1ccnc2nc(SC/C=C/c3ccccc3)nn12)/c1ccccc1 | -15% | -8% | -1% | i | 4.9% | -1% | i | -2.3 | -4%

# Retrieved by structure from the entries so far (two):
No. | SMILES | HepG2 viability | Nrf2 block | TGFb SMAD3 inh | pAkt inh | Nrf2 activator | A549 viability | S2 tox | CCT modulator | MmCpn inh
18 | CC1CCN(c2[nH]c(=S)c(C#N)c3c2CCCC3)CC1 | -11% | -2% | -8% | i | -0.2% | 0% | i | -1.7 | 0%
20 | O=C(Cc1ccccc1)NCc1ccc2c(c1)OCO2 | 2% | ? | -5% | i | 0.3% | 0% | i | 2.1 | 0%

# Other structures follow:
No. | SMILES | HepG2 viability | Nrf2 block | TGFb SMAD3 inh | pAkt inh | Nrf2 activator | A549 viability | S2 tox | CCT modulator | MmCpn inh
31 | COc1ccc(C(=O)N[C@H](C(=O)NCc2ccccc2)C(C)C)cc1 | -1% | -11% | 6% | i | -0.4% | -16% | i | -1.1 | -1%
32 | Cc1csc(NC(=O)c2ccc(C)o2)n1 | -2% | ? | 10% | i | -0.4% | -6% | i | 0.6 | 0%
33 | Cc1[nH]c(C)c2c(=O)n(Cc3ccccc3Cl)ncc12 | -6% | -2% | -16% | i | -0.2% | 0% | i | -4.5 | /
34 | COc1ccc(C(=O)O/N=C(\C)c2cnccn2)cc1 | -6% | -7% | 3% | i | 0.6% | -7% | i | -3.1 | -4%
35 | CC(=O)N1CCN(c2ccc(NC(=O)C(C)Oc3ccc(Cl)cc3Cl)cc2)CC1 (stereo unspecified) | 11% | ? | 0% | i | 4.9% | 0% | ? | -4.9 | -2%
36 | CC(NS(=O)(=O)c1c(N)n(C)c(=O)n(C)c1=O)c1ccccc1 (stereo unspecified) | 0% | 3% | -2% | i | -0.6% | -1% | i | -1.3 | -2%
37 | Cc1cc(C)cc(OCC(=O)Nc2cccc(-c3nc4ncccc4o3)c2)c1 | 0% | ? | 4% | i | -1.2% | 0% | ? | -0.1 | -1%
38 | C=CCn1c(Oc2ccccc2)nc2c1c(=O)n(C)c(=O)n2C | 6% | -8% | 6% | i | -1.0%[9.22 µM] | -6% | i | -0.1 | 0%
39 | COCCN(CCOC)C(=O)COC(=O)c1ccc(Cl)c(S(=O)(=O)N(C)c2ccccc2)c1 | -51% | -10% | ? | i | 0.1% | 5% | i | -0.8 | -1%
40 | COc1ccc(NC(=O)c2cc(S(=O)(=O)N3CCCCC3)ccc2C)cc1S(=O)(=O)N1CCOCC1 | -4% | -1% | -6% | i | 2.4% | -1% | i | 2.2 | /
41 | Cc1nc(-c2ccc(Cl)cc2)sc1C1(C)CC(c2ccccc2Br)=NO1 (stereo unspecified) | -5% | 15% | -10% | i | 0.0% | -2% | i | 1.1 | /
42 | O=[N+]([O-])c1ccc(/C=C/c2ccc3cccc(O)c3n2)cc1 | -38% | 3% | -18% | i | ? | -9% | i | -1.2 | -1%
43 | COc1ccc(C(=O)n2nc(-c3ccco3)nc2NCc2cccs2)cc1OC | 4% | 4% | 8% | / | 8.0% | 5% | i | / | /
44 | C(=C\c1ccco1)/C1=NN(c2ccccc2)C(c2ccco2)C1 (stereo unspecified) | -32% | 13% | ? | i | ? | ? | / | -1.4 | -6%
45 | CCc1nnc(NC(=O)c2ccc(S(=O)(=O)N(CC)Cc3ccccc3)cc2)o1 | 10% | 21µM* | -27% | i | -0.6% | -13% | i | -0.3 | 2%

# Structures listed above marked active in TGFb SMAD3 inh.
item	Structure	TGFb SMAD3 inh	pAkt inh	Nrf2 activator	CCT modulator	MmCpn inh
1	C=Cc1ncc(OC)c2c1[nH]c1ccccc12	20µM*	i	?	-2.3	1%

# Bioassay records (PubChem BioAssay)
